M17LAP inhibition: P. falciparum M17LAP inhibitors, primary screen, biochemical, fluorogenic H-Leu-NHMec substrate, 1536-well (AID 1619). one-dose inhibition, % at 30 µM; IC50 in µM for titrated hits. Leucine aminopeptidase (Plasmodium falciparum (isolate 3D7)). recombinant M17LAP, H-Leu-NHMec fluorogenic kinetic assay; higher % means a stronger effect. actives 0.38% (n = 220,000);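 active = compound inhibiting the enzyme by more than half at any dose during confirmatory dose-response retesting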;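 note: plate controls were full reaction with DMSO carrier for no effect and no enzyme background for full effect; strong numbers were not always called active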
T cell HTS: modulators of CD8 T cell-vesicle binding, primary screen, mouse 2C CD8+ T cells, flow cytometry; actives 0.068% (n = 330,000); 2C CD8+ T cell-vesicle binding; hits give low values; calls only at 7 µM; AID 2052, 2009;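 active = response, share of CD8 T cells binding vesicles, and their 90th percentile fluorescence all below set limits, cut at about 80% in these data, passing the limit was not always enough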
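Material: murine 2C transgenic CD8+ T lymphocytes / Also added: QL9-peptide-loaded Drosophila micro-vesicles bearing Ld, ICAM-1 and B7-1 / Schedule: binding step 1.5 h, 37 °C, antibody labelling 20 min, ice / Signal: flow cytometry, PE anti-B7-1 (FL2) versus Alexa647 anti-CD8 (FL8), PFA-fixed / Evaluation: percent CD8+ FL2 mean versus row control / Benchmarks: naked versus QL9-loaded vesicles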
Yfh1-depleted yeast: enhancers of respiration in Yfh1-depleted yeast, dose response, Friedreich's ataxia, plus single-dose screen (AID 1465); S. cerevisiae Yfh1-off respiration, WST-1 reduction, 72 h; higher fold induction means a stronger effect; one-dose fold induction at 50 µM; EC50 in µM for titrated hits; actives 0.074% (n = 220,000);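 active = fold induction of absorbance versus untreated yeast above a set limit, then at least 30% activation at any dose in follow-up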;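 note: activators that raise dye reduction in frataxin-depleted yeast; strong numbers were not always called active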
WT yeast gro inh: growth inhibition of WT strain, primary screen, mitochondrial fusion inhibitor project, WT and mutant strains, chemical genetic | AID 1362, 2008 | inhibition, % at 10 µM | mitochondrial fusion phenotypic screen | actives 2.1% (n = 190,000); in the data active = inhibition above about 58%; tested in S. cerevisiae
Autophagy HCS: autophagy modulators in MEF cells, primary screen, imaging, high-content, MEF GFP-LC3. actives 0.98% (n = 190,000). AID 463193, 2010. calls only at 10 µM (by protocol). MEF GFP-LC3 puncta imaging; test concentration mostly 10 µM;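 active = percentage of spot-positive cells more than 3 SD above its plate mean, without a fluorescence outlier flag or 80% toxicity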;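 note: spot-positive cell cutoff set from DMSO-treated cells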
bCat nuc transl: modulators of beta-catenin nuclear translocation, primary screen, imaging, HeLa cells, immunofluorescence, high-content. nuclear translocation activity, % at 5 µM. actives 0.3% (n = 190,000). AID 1665, 2009;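 active = nuclear translocation activity above 50% at 5 µM, with a well cell count of 50 or more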;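 note: per-cell ratio of nuclear to cytoplasmic median beta-catenin stain intensity; plate controls were DMSO negative control for no effect and GSK-3 inhibitor IX positive control for full effect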
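Test system: human HeLa cells, native beta-catenin. Compound dosing: 5 µM primary single dose, 0.1% DMSO, 0.02–20 µM confirmation series. Incubation: compound exposure 24 h at 37°C. Detection: beta-catenin immunostaining with DAPI counterstain, 20x imaging, 6 fields/well. Read-out basis: Nuclear/cytoplasmic beta-catenin signal ratio, % activation.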
MT stabilizer: microtubule stabilizers in HeLa cells, primary screen, imaging, high-content imaging | % tubulin-high responders, % at 10 µM | actives 0.83% (n = 200,000) | HeLa tubulin immunostaining HCS, 24 h; share of cells brighter than vehicle mean+2SD;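 active = plate Z-score above 3 for both tubulin-high and condensed-nucleus cell shares, with cell loss under 80%, at 10 µM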;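 note: anti alpha tubulin signal scored within the nucleus-defined area of each cell; some results filed as inactive read as strong as hits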
Dynein transport: inhibitors of GR-EGFP nuclear translocation, primary screen, dynein cargo transport inhibitor project, imaging, high-content, 3617.4 mouse cells; z-score, hits read low; test concentration mostly 20 µM; stimulated with dexamethasone, 1 µM; hits give low values; actives 0.47% (n = 220,000); AID 1381, 2008;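 active = plate z-score of nuclear minus cytoplasmic receptor signal below a set negative limit, without overly bright fluorescence or cell loss, cut at about -3.5 in these data, passing the limit was not always enough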;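 note: z-score of nuclear minus cytoplasmic ring GR-EGFP intensity difference per well; some compounds called inactive have numbers as strong as hits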
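medium = tetracycline-free induction medium containing charcoal-stripped FBS | probe or stimulus = dexamethasone, 1.0 µM final | timing = 48 h induction, then 1 h compound, then 30 min agonist, 37 °C | detection = automated 10x imaging of fixed Hoechst-stained cells | read-out basis = nuclear versus cytoplasmic GR-EGFP signal, averaged per well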
M1AAP inhibition: P. falciparum M1AAP inhibitors, biochemical, fluorogenic H-Leu-NHMec substrate, 1536-well (AID 1445). recombinant M1AAP, H-Leu-NHMec fluorogenic kinetic assay; higher % means a stronger effect. inhibition, % at 30 µM, or IC50 in µM where a hit was titrated. Aminopeptidase N (Plasmodium falciparum (isolate 3D7)). actives 0.42% (n = 220,000);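 active = primary inhibition above the hit cutoff, then over 50% inhibition at one or more dose response concentrations, cut at about 23% in these data, passing the limit was not always enough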;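 note: plate controls were DMSO full reaction for no effect and no enzyme background for full effect; strong numbers were not always called active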
WT yeast gro inh mutant strain: further read-out of WT yeast gro inh, marked with its call; inhibition, %; mitochondrial fusion phenotypic screen, mutant strain inhibition
Dynein transport cytoplasmic EGFP: second read-out of Dynein transport, no call of its own (marks repeat the call); z-score; measured here: cytoplasmic GR-EGFP intensity; hits give high values
Dynein transport nuclear GR-EGFP: second read-out of Dynein transport, no call of its own (marks repeat the call); z-score; measured here: nuclear GR-EGFP intensity;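 lower value marks the stronger effect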
Dynein transport cell count: second read-out of Dynein transport, no call of its own (marks repeat the call); z-score; measured here: cell count per field
bCat nuc transl cell count 5 µM: second read-out of bCat nuc transl, no call of its own (marks repeat the call); cell count; measured here: cell count, cytotoxicity flag
T cell HTS vesicle-bound %: further read-out of T cell HTS, marked with its call; double positive events, %; measured here: CD8+ vesicle-bound cell fraction;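 binding gate set so that unloaded-vesicle control wells show 10% double positive cells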
MT stabilizer Hoechst-high %: further read-out of MT stabilizer, marked with its call; % Hoechst-high responders; measured here: nuclear condensation Hoechst responders;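 share of cells brighter than vehicle mean plus two SD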
MT stabilizer cytotoxicity %: also measured in MT stabilizer; calls as there; toxicity, %; measured here: cytotoxicity by cell density;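 0% = mean cell density of plate MIN control wells and 100% = no cells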
Autophagy HCS cell loss 18 h: second read-out of Autophagy HCS, no call of its own (marks repeat the call); toxicity, %; measured here: cell loss, nuclei count;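 cell loss after 18 h compound exposure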
* = called active by the depositor; i = inactive; x = no result given. Random draw from the library (roughly 4.4% active in at least one column).

SMILES	M17LAP inhibition	T cell HTS	T cell HTS vesicle-bound %	Yfh1-depleted yeast	WT yeast gro inh	WT yeast gro inh mutant strain	Autophagy HCS	Autophagy HCS cell loss 18 h	bCat nuc transl	bCat nuc transl cell count 5 µM	MT stabilizer	MT stabilizer Hoechst-high %	MT stabilizer cytotoxicity %	Dynein transport	Dynein transport cytoplasmic EGFP	Dynein transport nuclear GR-EGFP	Dynein transport cell count	M1AAP inhibition
CCN(CC(=O)NCc1cccs1)C(=O)c1cccc(S(=O)(=O)N2CCc3ccccc32)c1	-13%	i	45	i	-4	5	i	-5	-0.6	1114	1.8	2.2	2.5	-0.18	-0.3	0.27	-0.064	9%
Cc1ccc2nsnc2c1NC(=O)c1ccc(-c2cc(Cl)ccc2Cl)o1	2%	i	18	i	0	4	i	6	1.9	820	1.9	0.9	7.8	-0.67	-0.19	-0.73	0.82	2%
C=CCc1c(C)[nH]c(=O)[nH]c1=O	7%	i	1	i	-17	-5	i	-10	-2.7	982	4.4	3.0	7.1	0.35	-0.2	0.84	-0.92	11%
Cc1cccc(-c2noc(CN(C(=O)c3ccc(Br)o3)C(C)C)n2)c1	10%	i	42	i	3	10	i	-2	x	x	4.4	2.0	6.4	-0.63	-0.15	-0.43	0.48	6%
COc1ccc(CCc2cc(OC)cc(=O)o2)cc1	6%	i	22	i	x	x	x	x	2.5	1160	x	x	x	-0.034	-0.69	0.45	-0.74	-4%
COc1ccc(CCNC(=O)CSc2ccccn2)cc1OC	-6%	i	30	i	-8	-7	i	1	3.1	1026	2.3	2.6	7.7	2	-0.12	1.6	-1.7	4%
CCCCc1c(O)nc(SCC(=O)Nc2ccc3c(c2)CCC3)[nH]c1=O	7.6µM*	i	26	i	-21	10	i	0	-6.4	980	3.0	2.5	12	0.35	-0.2	0.36	0.57	0%
Cc1ccc(OCCSc2ncccn2)c(C)c1	-3%	x	x	i	22	20	i	12	3.3	842	1.3	0.8	4.8	0.099	-0.32	0.73	0.37	-1%
C1CC2CN(c3nc4nonc4nc3N3CCSCC3)CCN2C1 (stereo unspecified)	23%	i	57	i	-12	-20	i	-15	0.2	1068	3.0	2.0	15	1.1	-0.17	0.64	-0.6	11%
CN(C)c1ccc(/C=N\Nc2nc(-c3ccccc3)cc(=O)[nH]2)cc1	31%	i	47	i	4	8	i	13	3.1	498	2.3	2.6	5.7	0.84	-0.014	0.68	-0.52	6%
CCCCNC(=O)Cn1c(-c2ccc(OC)cc2)noc1=O	5%	i	6	i	17	20	i	27	0.6	1094	4.3	1.7	2.5	1.2	-0.22	1.1	-1.5	2%
COc1ccc(C2=NN(c3ccccc3)C(c3cccs3)C2)cc1 (stereo unspecified)	3%	i	44	i	3	-13	i	8	0.4	1045	1.5	1.7	5.6	-1.3	0.47	-0.74	1.1	16%
CCCn1nnc(NC(=O)C(c2ccccc2)c2ccccc2)n1	9%	i	40	i	-22	-6	i	1	0.0	1387	3.9	1.8	5.8	0.19	-0.22	0.35	0.5	9%
CN=Cc1nc(-c2ccccc2)oc1O	34%	i	38	i	11	19	i	-2	-1.2	946	3.9	2.8	5.1	-1	-0.25	-0.67	0.91	5%
C/C(=N\NC(=O)c1c[nH]c2ccccc12)c1ccc2c(c1)OCO2	1%	i	54	i	-27	11	i	8	1.3	1143	2.4	2.6	2.3	-0.26	-0.3	0.24	0.41	8%
Cc1cc(C)c(S(=O)(=O)NCC(=O)O)cc1C	6%	i	51	i	-15	-14	i	25	-1.2	1223	1.6	1.4	2.3	0.94	0.33	1.2	-1.2	-7%
Cc1ccccc1C(=O)Nc1c(-c2cccs2)c(=O)c2ccccc2n1C	11%	i	19	i	x	x	x	x	-0.2	1231	x	x	x	-0.72	-0.2	0.23	-0.16	2%
O=C1C(CSCc2ccccc2)NC(=S)N1c1ccccc1 (stereo unspecified)	-4%	i	32	i	x	x	x	x	0.6	1310	x	x	x	-0.29	-0.1	0.46	-0.72	7%
Nc1c(N2CCCCC2)c(=O)[nH]c(=O)n1-c1ccccc1	-3%	i	31	i	6	13	i	4	-0.4	1063	2.6	1.8	2.7	-0.38	-0.28	0.047	0.075	-2%
CCc1ccc(Oc2coc3cc(OC(=O)c4cc5ccccc5oc4=O)ccc3c2=O)cc1	-24%	i	46	i	-1	-15	i	-5	-0.3	1165	6.4	1.3	3.2	-0.72	-0.23	-0.27	0.74	10%
COCCCn1c(C)c(C(C)=O)cc(NC(=O)c2ccccc2)c1=O	6%	i	55	i	-12	13	i	8	0.8	1124	5.8	3.1	8.8	-0.39	-0.27	0.087	0.91	-1%
O=P(O)(O)c1cc(-c2ccccc2)oc1-c1ccccc1	9%	i	60	i	x	x	x	x	1.1	1316	x	x	x	-0.34	-0.28	-0.17	0.11	5%
COc1cccc(NC(=O)COc2ncnc3sc(C)c(C)c23)c1	10%	i	12	i	-2	3	i	-11	-4.0	1268	1.6	1.1	6.6	-0.22	-0.17	0.51	-0.23	0%
CN(C)CCCNc1ccc(-c2cc(Nc3cccc(Cl)c3)ncn2)cn1	-1%	i	34	i	x	x	x	x	1.5	1224	x	x	x	-1.7	-0.79	-0.85	0.9	7%
COc1ccc(-c2cc(C(F)(F)F)n3ncc(C(=O)NCc4ccco4)c3n2)cc1	-26%	i	62	i	3	0	i	-48	2.9	780	2.3	2.6	6.9	-0.41	-0.19	-0.047	0.46	4%
O=C(Cn1c(=O)oc2ccccc21)N1CCN(c2ccc(N3CCOCC3)nn2)CC1	-5%	i	26	i	1	0	i	15	x	x	3.7	2.0	6.5	-0.72	-0.18	-0.42	0.16	-4%
Cn1nc(-c2ccc(Cl)cc2)c2cc(C(=O)N3CCOCC3)sc21	7%	i	43	i	6	6	i	21	x	x	8.5	2.9	6.3	-0.48	-0.18	-0.14	0.25	-1%
Cc1ccc(-n2ccc(-c3nn(-c4ccccc4)ccc3=O)n2)cc1	2%	i	36	i	13	-17	i	-2	-1.0	1063	1.5	1.7	4.0	-0.89	-0.29	-0.5	1	3%
CCOc1ccc(-c2n[nH]c(=S)n2/N=C/c2cc3c(cc2[N+](=O)[O-])OCO3)cc1	10%	i	4	i	-5	-31	i	-1	x	x	3.8	2.4	6.5	-0.37	-0.068	-0.59	0.44	2%
Nc1ccc(C(=O)N/N=C/c2ccccc2)cc1	10%	i	22	i	9	5	i	-4	-1.0	1360	2.2	1.2	10.0	-0.34	-0.18	-0.34	0.35	12%
Cc1noc(C)c1COC(=O)C1(c2cccc(F)c2)CCCC1	-3%	i	25	i	6	13	i	-57	1.5	744	5.6	1.4	8.7	1.5	-0.21	1.7	-1.3	3%
N#Cc1ccccc1S(=O)(=O)N1CCN(CC(O)c2ccccc2)CC1 (stereo unspecified)	10%	i	45	i	6	-8	i	19	1.1	1113	2.0	3.4	7.2	1.3	-0.14	0.58	-1.1	-6%
COc1ccccc1OC(=O)c1cc(Cl)nc2ccccc12	-12%	i	12	i	13	19	i	0	-1.0	1064	3.1	2.1	14	-1.7	-0.073	-0.82	0.065	2%
COc1cccc(/C=c2\s/c(=C\C(=O)C(C)(C)C)[nH]c2=O)c1	28%	i	58	i	-11	-21	i	15	-3.5	1087	11	5.8	14	-0.45	-0.16	-0.29	-0.19	19%
O=C(CSc1ccc(-c2ccco2)nn1)N1CCCCC1	17%	i	50	i	-19	-3	i	16	-0.5	1051	2.4	3.2	5.8	0.14	-0.2	0.00038	0.16	3%
C=CCSc1nc(C)cc2c1C(=O)OC2	-4%	i	28	i	13	-27	i	-2	x	x	2.2	3.3	7.2	-0.75	-0.28	-0.5	0.64	-2%
O=C1CC(NC(=O)C(F)(F)F)=NN1c1ccccc1	6%	i	63	i	4	14	i	10	-2.2	1139	7.3	2.3	8.4	0.058	-0.33	0.63	-0.019	9%
COc1cccc(-c2nc(N3CCCC3)c3ccccc3n2)c1O	4%	i	44	i	x	x	x	x	-0.4	1286	x	x	x	0.45	-0.28	0.32	-0.58	-1%
